# Screening data (PubChem)
# D1 ag: human D1 receptor agonism; P21728; HEK293 T-REx D1 cells, calcium flux, agonist mode; activation, % at 2 µM; hit rate 1% among 360,000; in the data active = activation above about 30%; note: 0% is about no effect
#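 Inducible HEK293 T-REx D1 cells, force-coupled to calcium signalling, were plated at 4000 cells/well with tetracycline and held overnight at 30 C. After no-wash calcium dye loading, compound-evoked calcium rise over 180 s flagged agonists.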
# Anesthetic bind: candidate novel general anesthetic via apoferritin binding; P02791; apoferritin/1-aminoanthracene competitive binding, fluorescence; Potency, µM (series often up to 77.5 µM), for the others: at the highest dose activity change, negative = displacement, most hits filed as inhibitors; hit rate 0.074% among 350,000; AID 485281; note: potency is the fitted concentration of half-maximal effect; % is set by controls: 0 for no effect and ±100 for the full control effect; nearly all actives have a fitted effect of over 20% in size
# Target sequence (P02791 2-175 limits assumed): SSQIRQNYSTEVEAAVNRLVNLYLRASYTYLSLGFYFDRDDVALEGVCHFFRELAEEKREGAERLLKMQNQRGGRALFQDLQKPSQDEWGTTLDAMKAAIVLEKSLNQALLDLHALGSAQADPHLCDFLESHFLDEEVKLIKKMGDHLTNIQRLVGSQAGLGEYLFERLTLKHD
#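 Horse-spleen apoferritin (10 uM) was mixed with 50% saturated 1-aminoanthracene in PBS, exposed to compounds for 10 min at room temperature, and read for fluorescence (ex 380 nm, em 535 nm). Competitive displacement was fitted with a four-parameter Hill equation.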
# D1 PAM: enhances dopamine response at the human D1 receptor. HEK293 TREx D1 cells, calcium flux, dopamine EC20 potentiation. hit rate 0.036% among 360,000. P21728. potentiation, % at 10 µM. AID 504651; in the data active = potentiation above about 30%; note: 0% is about no effect
# TRHR agonist: TRH receptor (human) agonism; AID 493084; TRHR cells, calcium flux fluo-8, FDSS agonist mode; activation, % at 2 µM; hit rate 0.18% among 360,000; in the data active = activation above about 30%; note: 0% is about no effect
# Target sequence (P34981 whole entry, looked up): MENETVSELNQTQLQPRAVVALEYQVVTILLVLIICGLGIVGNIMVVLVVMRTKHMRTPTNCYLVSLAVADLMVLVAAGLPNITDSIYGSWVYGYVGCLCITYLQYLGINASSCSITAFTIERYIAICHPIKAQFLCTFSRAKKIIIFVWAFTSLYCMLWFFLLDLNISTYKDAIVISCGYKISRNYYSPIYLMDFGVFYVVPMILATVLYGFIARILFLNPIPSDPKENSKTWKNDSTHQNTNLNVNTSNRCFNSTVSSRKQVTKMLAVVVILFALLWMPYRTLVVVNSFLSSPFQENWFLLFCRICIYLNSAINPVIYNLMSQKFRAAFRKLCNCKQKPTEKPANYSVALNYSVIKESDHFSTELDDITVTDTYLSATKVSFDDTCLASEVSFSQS
#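 In this calcium-flux screen, cells bearing human TRHR are dye-loaded with fluo-8, baselined for 10 cycles, then exposed to library compounds; positive kinetic calcium responses during the agonist phase mark hits, with TRH as control.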
# RXFP1 ag: agonists of human relaxin receptor RXFP1; hit rate 0.3% among 370,000; Potency, µM (highest dose often 57.5 µM), without a hit: top-dose activation, actives largely listed as activators; HEK293T-RXFP1 cAMP TR-FRET, 30 min; response scale: percent of porcine relaxin response, buffer zero; Q9HBX9; note: potency is the fitted concentration of half-maximal effect; % is set by controls: 0 for no effect and ±100 for the full control effect; nearly all actives have a fitted effect of over 60% in size; many of its hits are not listed in these tables
#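 cAMP rise read by TR-FRET after 30 min, 37C compound exposure (up to 58 uM) in RXFP1-transfected HEK293 cells with Ro 20174 present. EC50 from Hill-equation fits, with 29 nM porcine relaxin as 100% and buffer as basal.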
# RXFP1 antag: RXFP1 (human) relaxin receptor antagonism | HEK293-RXFP1, relaxin-stimulated cAMP HTRF, 30 min; stronger effect = lower value | activity change, negative = inhibition, % at 57.5 µM | hit rate 0.59% among 350,000 | AID 1259400;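 active = activity change of -60% or lower, but not beyond a set lower limit; inconclusive = change between -60% and -40%, or beyond the set limit; inactive = change above -40%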; note: % is set by controls: 0 for no effect and ±100 for the full control effect
# D2 potentiator: positive allosteric modulators of human D2 dopamine receptor; P14416; HEK293 T-REx D2, calcium flux, EC20 dopamine potentiation; potentiation, % at 10 µM; hit rate 0.34% among 340,000;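 active = potentiation over 3 SD above the plate norm, cut at about 30% in these data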; note: 0% is about no effect
# Target sequence (P14416 whole entry, looked up): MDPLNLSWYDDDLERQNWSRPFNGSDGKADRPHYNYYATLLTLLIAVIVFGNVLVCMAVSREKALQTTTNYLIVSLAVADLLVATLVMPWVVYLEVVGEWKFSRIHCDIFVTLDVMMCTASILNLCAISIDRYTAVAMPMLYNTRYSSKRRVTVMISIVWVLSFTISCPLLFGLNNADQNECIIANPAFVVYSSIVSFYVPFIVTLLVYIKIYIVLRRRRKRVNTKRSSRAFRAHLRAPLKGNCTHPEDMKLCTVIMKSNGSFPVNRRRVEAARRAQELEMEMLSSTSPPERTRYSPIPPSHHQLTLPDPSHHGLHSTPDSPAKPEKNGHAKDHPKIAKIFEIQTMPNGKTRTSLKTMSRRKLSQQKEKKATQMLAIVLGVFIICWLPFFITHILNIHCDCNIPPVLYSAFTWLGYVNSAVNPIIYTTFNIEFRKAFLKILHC
#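 Tetracycline-induced Hek293 Trex D2 cells, force-coupled to calcium, loaded with no-wash calcium dye. Compound added with 180 s kinetic read for agonism, then EC20 dopamine and a further 180 s read for potentiation.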
# TRHR enhancer: TRH receptor (human) allosteric enhancement | P34981 | TRHR cells, fluo-8 calcium fluorescence, EC20 TRH enhancement | enhancement, % at 2 µM | hit rate 0.66% among 360,000; in the data active = enhancement above about 30%; note: 0% is about no effect
#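 TRHR-expressing cells loaded with fluo-8 calcium dye were read kinetically (ex 480/em 530) during compound addition, then stimulated with an EC20 of TRH (10 nM final). Enhancement of the Gq-mediated intracellular calcium response was scored.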
# D1 antagonist: human D1 dopamine receptor antagonism. P21728. hit rate 3.2% among 360,000. activity change, negative = inhibition, % at 10 µM. HEK293 TREx D1 cells, calcium flux, dopamine EC80; stronger effect = lower value; in the data active = activity change below about -30%; note: % is set by controls: 0 for no effect and ±100 for the full control effect
#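 Cells carrying a force-coupled, tetracycline-inducible human D1 receptor report calcium flux. Each well gets a 10 s baseline, compound with 180 s monitoring, then an EC80 dopamine stimulus with a second 180 s kinetic read.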
# * marks the source's active call; other numbers are inactive results; ? = inconclusive; . = no result given; & = joins results of further samples; [ ] = another dose, or the depositor's remark. Unless noted, calls come from the whole dose curve; as a rule, active = well fitted curve in the direction sought with a large enough effect; inconclusive = small, poorly fitted or top-dose-only effect, or another doubt; inactive = no such curve, though single readings can be large; an effect the other way counts as inactive or inconclusive.
# Preview, 2 compounds:
SMILES,D1 ag,Anesthetic bind,D1 PAM,TRHR agonist,RXFP1 ag,RXFP1 antag,D2 potentiator,TRHR enhancer,D1 antagonist
O=C(CN1CCSC1=O)N1CCN(S(=O)(=O)c2ccccc2)CC1,3,.,-5,0.2,0.4%,-11,-2,-4,1
Cc1c(NC(=O)c2ccc(Br)o2)cccc1C(=O)O,1,-11%,-6,0.3,1.7%,0,6,3,-1

# Main list, repeating the preview:
SMILES,D1 ag,Anesthetic bind,D1 PAM,TRHR agonist,RXFP1 ag,RXFP1 antag,D2 potentiator,TRHR enhancer,D1 antagonist
O=C(CN1CCSC1=O)N1CCN(S(=O)(=O)c2ccccc2)CC1,3,.,-5,0.2,0.4%,-11,-2,-4,1
Cc1c(NC(=O)c2ccc(Br)o2)cccc1C(=O)O,1,-11%,-6,0.3,1.7%,0,6,3,-1
Cc1ccc(N(CC(=O)N2CCOCC2)S(C)(=O)=O)cc1C,0,-9%,-3,0.3,-0.3%,-2,-3,-4,.
Cc1c(O)c2ccccc2oc1=O,1,34%[activator],2,0.5,-2.8%,-6,3,39*,1
CCC(Oc1cccc(C)c1)C(=O)Nc1ccccc1C(=O)N1CCOCC1 (stereo not given),1,-6%,-6,-0.2,-0.6%,-8,.,1,17
O=C(CSC1=NCCN1)NC(c1ccccc1)c1ccccc1,8,-15%,1,1.0,1.1%,?,-15,-5,-19
CCC(C)NC(=O)c1cc2cc3ccc(OC)cc3nc2o1 (stereo not given),4,10%,-8,-0.6,9.6%,1,3,8,9
CSCCC(NC(=O)c1ccco1)C(=O)Nc1ccncc1 (stereo not given),3,-2%,2,1.6,2.1%,-5,-10,-1,3
COc1cccc(S(=O)(=O)Nc2cccc(C(=O)N3CCCCCC3)c2)c1,3,5%,-9,-0.3,1.1%,.,6,1,8
CCc1ccc2[nH]c(=O)c(CN(CCN(C)C)C(=O)Nc3ccccc3OC)cc2c1,2,-22%,-4,0.2,0.5%,-1,-13,6,3
O=C(Nc1nccs1)c1ccc(Br)cc1,14,-3%,4,-0.5,2.2%,1,-8,-13,-25
COc1ccc(OCCSc2nnc(-c3ccc(OC)cc3)n2N)cc1,7,1%,-6,-0.5,0.6%,0,-3,3,7
CCN1C(=O)[C@H]2[C@@H](c3ccc(-c4cccc(Cl)c4)c(OC)c3)N[C@@](Cc3ccccc3)(C(=O)OC)[C@H]2C1=O,5,.,-9,0.4,0.7%,.,14,0,3
Cc1ccc(NC(=O)CN(C)C(=O)COC(=O)c2ccc(Cl)cc2O)cc1,4,.,-4,2.4,1.2%,11,6,-5,18
OC1(Cc2ccccc2)CCNCC1,5&3,-3%&1%,-2&-1,0.4&0.3,0.2%&0.0%,-5,8&2,1&-3,16&7

# 5 entries already listed, sorted by their value in RXFP1 antag, rising.
Compound | RXFP1 antag
O=C(CN1CCSC1=O)N1CCN(S(=O)(=O)c2ccccc2)CC1 | -11
Cc1c(O)c2ccccc2oc1=O | -6
OC1(Cc2ccccc2)CCNCC1 | -5
CCC(C)NC(=O)c1cc2cc3ccc(OC)cc3nc2o1 (stereo not given) | 1
Cc1ccc(NC(=O)CN(C)C(=O)COC(=O)c2ccc(Cl)cc2O)cc1 | 11

# The listing continues:
SMILES,D1 ag,Anesthetic bind,D1 PAM,TRHR agonist,RXFP1 ag,RXFP1 antag,D2 potentiator,TRHR enhancer,D1 antagonist
O=C(O)c1cc2sccc2s1,0,0%,-6,0.5,26%,6,2,-7,2
COc1cccc(NC(=O)CCCn2c(=O)[nH]c3ccccc3c2=O)c1,3,-7%,-5,-0.3,-2.6%,-17,5,3,11
Oc1ccccc1-c1nc(/C=C/c2ccc(F)cc2)nn1-c1ccccc1,2,46%[activator],2,0.1,1.9%,-28,2,-11,-1
O=C(COC(=O)c1ccc(Sc2ccccc2)c([N+](=O)[O-])c1)NC1CCCc2ccccc21 (stereo not given),-1,-8%,0,-0.7,-2.4%,-9,-8,-11,.
CCOc1ccc2ccccc2c1CNc1nnnn1C,2,-7%,0,-0.2,2.2%,2,-2,-4,-3
COCCN(C(=O)Nc1ccccc1OC)c1nc2ccccc2s1,2,40%[activator],2,-0.1,0.2%,8,10,-2,1
CCc1ccc(/C=N/NC(=O)C(=O)NCCCN2CCOCC2)cc1,2,-8%,-1,-1.0,0.4%,8,-6,-6,-13
CN(C)CCCNC(CC(=O)Nc1cccc([N+](=O)[O-])c1)C(=O)O (stereo not given),0,-6%,0,0.3,3.2%,.,3,4,2
NNc1ccc2c(C(F)(F)F)cc(C(F)(F)F)nc2n1,5,-7%,3,1.2,2.0%,4,3,4,4
Cc1ccc(/C=C/C(=O)O)cc1S(=O)(=O)Nc1ccccc1C(=O)O,0,-6%,3,0.3,-2.0%,-9,4,-5,-6
CCc1noc(C)c1C(=O)N1CCCSC1=Nc1ccccc1,-1,.,-4,-1.7,-2.7%,-29,-1,7,-5
COc1ccccc1NC(=S)N1CCN(C(=O)c2ccco2)CC1,1,-6%,6,0.3,0.6%,-4,-7,1,4
Cc1ccccc1Nc1nc(CSc2nnc(-c3ccoc3C)n2C)cs1,1,?,6,-0.3,0.6%,-5,23,0,8
CC1=C(C(=O)OC(C)C)C(c2ccc3c(c2)OCO3)NC(=O)N1 (stereo not given),5,17%,0,0.9,-1.4%,5,-3,6,-5
Oc1ccc(/C=N/Nc2ncnc3c2ncn3Cc2ccccc2)cc1O,3,-13%,-2,0.7,3.0%,-1,4,-4,20
O=C(NN=C1CCCC1)c1n[nH]c2c1CCC2,7,-4%,4,0.2,?,-22,-1,2,-6
Cc1nc2cc(-c3ccccc3)nn2c(C)c1CCC(=O)N1CCN(c2ccc(F)cc2)CC1,2,-12%,-3,0.1,1.7%,.,4,2,-2
Cc1c(-c2ccccc2)oc2nc3c(c(=O)n(C)c(=O)n3C)n12,1,-8%,3,1.4,3.6%,.,7,9,-7
COc1ccc(NC(=O)NNC(=O)c2ccc3ccccc3c2)cc1OC,1,-6%,0,-0.2,-1.5%,3,13,14,6
CCCN(C(=O)Cc1nc(N)n[nH]1)C1(C(=O)Nc2c(C)cccc2C)CCCCC1,2,-7%,-5,0.6,1.3%,-12,2,-6,-11
COc1ccccc1NS(=O)(=O)/C=C/c1ccccc1,4,-7%,-6,-0.2,6.4%,.,-3,3,-25
O=C1c2ccccc2C(=O)N1n1c(=O)[nH]c2ccccc2c1=O,3,-9%,-5,0.5,1.1%,5,-21,5,20
Cc1ccc(N2C(=O)c3[nH]nc(-c4ccc(Cl)cc4)c3C2c2ccc(F)cc2)cc1 (stereo not given),5,-15%,5,3.8,-0.6%,.,-1,0,28
COc1ccccc1C(CNC(=O)CN(C)S(=O)(=O)c1ccc(C)cc1)N1CCCC1 (stereo not given),2,.,-1,-0.3,-1.4%,2,-3,-15,-9
Nc1ccc(Oc2ccc(F)cc2)nc1,5,-8%,-5,0.4,0.1%,.,3,34*,-18
COC(=O)CCSCC(=O)Nc1ccc(S(=O)(=O)N2CCOCC2)cc1OC,0,-2%,-3,-0.3,6.2%,10,5,-6,-7
CN(C(=O)c1cccc(C(=O)N(C)c2ccccc2)c1)c1ccccc1,3,-17%,-3,0.1,-0.7%,3,-2,-3,-1
COc1ccccc1C(=O)NCC(=O)OCc1ccc(Br)cc1,0,3%,3,-0.9,0.2%,1,-2,4,2
OC(CN1c2ccccc2Sc2ccccc21)Cn1nnc2ccccc21 (stereo not given),1,-5%,5,0.4,0.6%,-16,-10,-5,18
O=C(CO/N=C/c1ccccc1O)NNC(=O)c1ccccc1Cl,1,-5%,-9,-0.2,1.7%,-8,9,1,-10
CCOC(=O)c1cnc(SCC(=O)c2ccccc2)nc1N,2,-21%,-4,-0.3,4.2%,19,-2,14,-10
CCOc1ccc(C2c3[nH]c4ccccc4c3CCN2C(=O)CSc2ccccc2)cc1 (stereo not given),4,50%[activator],-4,-1.2,-1.0%,-32,4,6,-1
Cc1sc2ncn(CC(=O)N3CCCC(C)C3)c(=O)c2c1S(=O)(=O)N1CCCCC1 (stereo not given),4,-15%,-10,-0.1,4.2%,-34,-5,-6,12
COc1ccc(NC(=O)c2cc(-c3ccc4c(c3)OCO4)on2)cc1OC,4,6%,-2,1.3,0.1%,0,-5,-2,0
COC(=O)c1ccc(Cn2nc(-c3ccc(C)cc3)ccc2=O)cc1,4&2,?,-8&-3,-0.3&1.4,-0.1%&9.7%,-12,-3&1,-6&0,5&-2
Cc1ccc(CN2C(=O)CSc3ccc(C(=O)NCCN4CCOCC4)cc32)cc1,2,2%,-2,0.4,1.1%,-2,-6,7,3
FC(F)(F)c1cc(-c2ccco2)nc(N2CCN(Cc3ccccc3)CC2)n1,5,-12%,-4,0.2,2.1%,-11,-10,-2,16
CCOC(=O)CC1COCCN1Cc1cn[nH]c1-c1ccc2c(c1)OCO2 (stereo not given),2,-4%,-2,0.1,2.7%,-3,-3,6,-7
CCN(CC)CCCNC(CC(=O)Nc1cccc([N+](=O)[O-])c1)C(=O)O (stereo not given),3,0%,-4,0.1,0.5%,.,-6,-5,1
Cc1cccnc1NC(=O)COc1ccc2oc3c(c2c1)CCCC3,-2,-10%,3,-0.6,2.6%,0,14,4,21
N#C/C(=N\Nc1ccccc1)C(=N)N1CCCCCC1,3,-11%,-2,0.7,-2.7%,-6,-6,-3,0
Cc1cc(C)nc(NS(=O)(=O)c2ccccc2)n1,1,-4%,-2,0.1,-0.3%,-4,-10,2,-18
C/C(=N\NC(=O)C1CC1)c1ccc2c(c1)OCCO2,1,-3%,-3,0.0,2.7%,-7,-5,-5,-15
O=C(c1ccc(N2CCCCCC2)c([N+](=O)[O-])c1)N1CCc2ccccc21,6,-4%,-5,-0.7,3.4%,.,5,0,14
CSCC(C)N1CCC(N2CCC(C(=O)NCc3ccccn3)CC2)CC1 (stereo not given),3,-6%,-1,1.3,-3.6%,-7,-1,-1,0
COc1ccc(C(=O)N/C(=C/c2cccnc2)C(=O)NCc2ccco2)cc1OC,0,-2%,-1,0.2,-0.7%,16,2,-17,0
CCCOc1ccc(C2C(=O)N(C3CCCCC3)CC(=O)N2C2CCCCC2)cc1OC (stereo not given),-2,1%,0,-0.2,-3.3%,-7,-1,-1,11
O=C(N/N=C/c1ccc(N2CCOCC2)cc1)c1cccs1,2,-9%,3,0.1,5.1%,-6,-2,2,9

# The list is partial, so the mix of outcomes need not match the whole.
